Mito fusion act: mitochondrial division inhibition or fusion activation; S. cerevisiae fusion-defective mutant growth rescue, CellTiterGlo 48 h; Potency, µM (series often up to 46.1 µM), for inactives: at the highest dose growth rescue (activation), hits mostly activators; 320,000 tested, 0.23% active; AID 485298;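 further: % of control where 0% means no effect; nearly all actives have a fitted effect of over 45% in size; temperature-sensitive fusion mutants such as fzo1-1 at 37 °C on non-fermentable ethanol glycerol medium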
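Read-out: ATP-based luminescence (CellTiterGlo, 10 min ambient) reporting growth of fusion-defective ts yeast after 48 hours at 37C on glycerol/ethanol YPEG medium in the presence of compound.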
Rab9 prom act: activates the Rab9 promoter; Huh7 Rab9 promoter-luciferase reporter, luminescence, 24 h; Potency, µM (doses to about 9.22 µM), for inactives: at the top dose activation, negative = inhibition, hits mostly activators; 320,000 tested, 2.8% active; further: % of control where 0% means no effect; nearly all actives have a fitted effect of over 60% in size
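Rab9 promoter-driven luciferase in stably transfected Huh7 cells; 1500 cells/well rested 2 h, exposed to compound in DMSO for 24 h at 37 °C, 5% CO2. Luminescence read 10 min after adding luciferase reagent at ambient temperature.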
NPC1 promoter act: activates the NPC1 promoter; Huh7 NPC1 promoter luciferase reporter, 24 h; Potency, µM (titrated, usually from 9.22 µM), without a hit: top-dose activation, actives largely listed as activators; AID 485313; 320,000 tested, 2.4% active;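 further: % of control where 0% means no effect; nearly all actives have a fitted effect of over 60% in size; reporter is driven by a mutant NPC1 promoter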
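Luminescence read-out of NPC1 promoter-driven luciferase in stably transfected Huh7 cells; compounds delivered in DMSO and left 24 h at 37C, 5% CO2, qHTS titration format.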
Menin MLL FP TR: displaces Texas Red mutant MLL peptide from human menin. Potency, µM (doses to about 61.6 µM), inactives show at the highest dose FP activity change, negative = inhibition, hits mostly inhibitors. AID 1768. O00255. Menin + Texas Red MLL mutant peptide, fluorescence polarization. 270,000 tested, 0.23% active; active means well fitted inhibition curve with a large enough effect in the polarisation, with a control signal flat, not every such curve was filed as active; inconclusive means small, poorly fitted or top-dose-only effect, or effect the other way, or a change in a side signal; inactive means no such curve, though single readings can be large or run the other way; the % refers to the polarisation; further: % of control where 0% means no effect; many of its hits are not listed in these tables
Target sequence (O00255 whole entry, looked up): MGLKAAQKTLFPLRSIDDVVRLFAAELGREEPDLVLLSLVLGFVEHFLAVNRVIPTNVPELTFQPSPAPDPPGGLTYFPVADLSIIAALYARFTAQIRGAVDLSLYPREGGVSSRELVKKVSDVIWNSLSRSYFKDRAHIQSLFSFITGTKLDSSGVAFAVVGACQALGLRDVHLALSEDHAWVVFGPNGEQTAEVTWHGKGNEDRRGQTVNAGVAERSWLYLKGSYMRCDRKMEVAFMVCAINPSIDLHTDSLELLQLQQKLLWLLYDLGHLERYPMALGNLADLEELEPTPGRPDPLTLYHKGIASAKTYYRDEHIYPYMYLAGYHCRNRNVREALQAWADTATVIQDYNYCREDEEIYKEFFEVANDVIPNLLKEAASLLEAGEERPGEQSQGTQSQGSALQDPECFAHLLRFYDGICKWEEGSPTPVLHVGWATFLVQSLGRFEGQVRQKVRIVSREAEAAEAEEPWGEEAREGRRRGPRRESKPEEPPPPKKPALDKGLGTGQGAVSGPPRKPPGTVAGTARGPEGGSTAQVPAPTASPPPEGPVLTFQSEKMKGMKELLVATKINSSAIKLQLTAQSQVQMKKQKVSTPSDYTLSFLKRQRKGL
FLuc counter: inhibits or activates purified firefly luciferase, miR-21 counter-screen; P08659; purified FLuc, Km substrates, luminescence inhibition; Potency, µM (series often up to 57.5 µM), for the others: at the top dose activity change, negative = inhibition, most hits filed as inhibitors; 360,000 tested, 6.9% active; AID 588342;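 further: plate controls were vehicle for no effect and reference inhibitor for full effect; nearly all actives have a fitted effect of over 55% in size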
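Purified P. pyralis luciferase, 10 nM final, with Km-level 10 uM D-luciferin and 10 uM ATP in 50 mM Tris acetate pH 7.5, 10 mM Mg acetate, 0.01% Tween-20, 0.05% BSA; 6-point qHTS titration about 60 µM downward; luminescence read.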
Starred values were filed as active, the others as inactive; ? = inconclusive; · = not tested or not shown; [ ] = remark or other dose. Unless noted, the call rests on the fitted dose curve; in most records, active means well fitted curve in the direction sought with a large enough effect; inconclusive means small, poorly fitted or top-dose-only effect, or another doubt; inactive means no such curve, though single readings can be large; an effect the other way counts as inactive or inconclusive. Potency means the concentration at half of the fitted maximal effect. Not all compounds are listed; the hit share may differ from the screen's.

item	canonical_smiles	Mito fusion act	Rab9 prom act	NPC1 promoter act	Menin MLL FP TR	FLuc counter
1	COc1ccccc1CNCCCCCCNCCCCCCCCNCCCCCCNCc1ccccc1OC	9%	11%[46.1 µM]	1%[46.1 µM]	?	·
2	Fc1ccc(CN(C2=NCCN2)c2c(Cl)cccc2Cl)cc1	7%	-15%[46.1 µM]	0%[46.1 µM]	-26%	·
3	N=S(=O)(O)Cc1noc2ccccc12	0%	-2%[46.1 µM]	-1%[46.1 µM]	1%	·
4	N#C/C(=C\c1c[nH]c2ccccc12)C(=O)c1ccc(O)c(O)c1	0%	-20%[46.1 µM]	-5%[46.1 µM]	?	·
5	Cc1cc2c(cc1Cl)N(C(=O)Nc1ccnc3ccccc13)CC2	?	-3%[46.1 µM]	-15%[46.1 µM]	-3%	·
6	O=c1ccc2c(OCCCCc3ccccc3)c3ccoc3cc2o1	5.2µM*	2%[46.1 µM]	-1%[46.1 µM]	1%	·
7	CN1CCc2cc(NC(=O)Nc3cccnc3)ccc21	8%	?	9.2µM*	-20%	·
8	O=C1NC(O)=NC1(c1ccccc1)c1ccccc1	?	-2%[46.1 µM]	4%[46.1 µM]	-16%	·
9	N#CC(=C(\N)Sc1ccccc1N)/C(C#N)=C(/N)Sc1ccccc1N	18µM*	-11%[46.1 µM]	-1%[46.1 µM]	?	·
10	CC(C)(C)c1cc(/C=C(\C#N)C(N)=S)cc(C(C)(C)C)c1O	-60%[inhibitor]	-39%[inhibitor][46.1 µM]	-27%[46.1 µM]	?	·
11	O=Nc1ccc2oc(=O)ccc2c1	-54%[inhibitor]	17%[46.1 µM]	4%[46.1 µM]	?	·
12	Fc1cccc(CNc2ncnc3ccc(-c4ccccc4Cl)cc23)c1	?	-2%	-7%	·	?
13	Fc1cccc(CNc2ncnc3ccc(-c4cccnc4)cc23)c1	-11%	-1%	1%	·	5%
14	CCc1ccccc1Nc1nn2c(=O)c3ccc(C(=O)NCc4cccs4)cc3nc2s1	6%	1%	-13%	·	-8%
15	Oc1ccc(COC2CCCC2)c2cccnc12	3%	-17%	-29%	·	2%
16	Oc1ccc(COc2cccc3ccccc23)c2cccnc12	-16%	-9%	0%	·	-7%
17	CCOc1cccc2cc(-c3nc4ccc(C(=O)O)cc4[nH]3)c(=O)oc12	-4%	?	?	·	0.38µM*
18	CCC(=O)NC(c1cccs1)c1cc(Br)c2cccnc2c1O (configuration not stated)	15%	-41%[inhibitor]	-37%[inhibitor]	·	0%
19	COc1ccc(S(=O)(=O)N2CCN(S(=O)(=O)c3ccc(OC)cc3)CC2)cc1	-1%	?	?	·	?
20	Cn1c2cc(B(O)O)sc2c2cnn(Cc3c(F)cccc3F)c(=O)c21	-3%	-6%	-17%	·	-5%

Structures above that have an aryl methoxy group, in the order listed:
item	canonical_smiles	Mito fusion act	Rab9 prom act	NPC1 promoter act	Menin MLL FP TR	FLuc counter
1	COc1ccccc1CNCCCCCCNCCCCCCCCNCCCCCCNCc1ccccc1OC	9%	11%[46.1 µM]	1%[46.1 µM]	?	·
19	COc1ccc(S(=O)(=O)N2CCN(S(=O)(=O)c3ccc(OC)cc3)CC2)cc1	-1%	?	?	·	?

(continued)
item	canonical_smiles	Mito fusion act	Rab9 prom act	NPC1 promoter act	Menin MLL FP TR	FLuc counter
21	Cc1cccc(C(=O)Nc2ccc(N3CCC(CCN4CCOCC4)CC3)c(C(=O)O)c2)c1	1%	-3%	2%	·	0%
22	CCOc1ccc(CNS(=O)(=O)c2ccc(-c3coc(C)n3)cc2)cc1	1%	-1%	-1%	·	-7%
23	Cc1cccc(-c2ccc3ncnc(N(C)Cc4ccco4)c3c2)c1	7%	19%	-2%	·	?
24	Cc1ccccc1NS(=O)(=O)c1ccc2[nH]cc(C(=O)NC3CCCCC3)c(=O)c2c1	-5%	-4%	-2%	·	?
25	CC(=O)NC(c1cccs1)c1cc(Br)c2cccnc2c1O (configuration not stated)	7%	-38%[inhibitor]	-35%[inhibitor]	·	-1%
26	CC1=C(C(=O)Nc2ccccc2)C(c2ccc[nH]2)n2ncnc2N1 (configuration not stated)	-5%	2%	-2%	·	-14%
27	O=C(Nc1ccccc1F)c1ccc(O)c2ncccc12	2%	-39%[inhibitor]	-38%[inhibitor]	·	-1%
28	COc1cccc(-c2ccc3ncnc(NCc4cccc(F)c4)c3c2)c1	16%	-2%	-2%	·	-1%
29	O=S(=O)(NC1CCN(S(=O)(=O)c2ccc3c(c2)OCCO3)CC1)c1c(F)cccc1F	11%	0%	-3%	·	-3%
30	CCOC(=O)c1c(CNCc2ccccc2F)c2sc(C)cc2n1C	-1%	2%	-3%	·	-2%
31	Cc1ccc(C(=O)Nc2ccc(C(=O)OCc3cc(=O)n4ccsc4n3)cc2)cc1	-1%	20%	23%	·	?
32	Cn1c(-n2cccc2)c(-c2c(-c3ccccc3)[nH]c3c2c(=O)[nH]c(=O)n3C)c(=O)[nH]c1=O	1%	1%	2%	·	0%
33	Cc1cccn2c(=O)cc(CSc3nnc(NC(=O)COc4ccccc4)s3)nc12	8%	0%	5%	·	?
34	COc1ccc(CCNC(=O)Cn2nc(C)c3c(C)n(-c4ccc(C)cc4)nc3c2=O)c(OC)c1	-8%	-16%	-16%	·	0%
35	CC(=O)NC(c1ccco1)c1cc(Br)c2cccnc2c1O (configuration not stated)	?	-27%	-5%	·	1%
36	O=C(CSc1nnc2ccc3ccccc3n12)c1ccc(F)cc1	13%	?	29%	·	6.7µM*
37	Clc1cccc(-c2ccc3ncnc(NCc4ccc5c(c4)OCO5)c3c2)c1	?	21%	7%	·	-8%
38	CC(=O)NC(c1ccco1)c1cc(Cl)c2ccc(N3CCCCC3)nc2c1O (configuration not stated)	12%	4%	16%	·	?

Shown with values under each structure: entries from further up
Each structure is followed by: Mito fusion act | Rab9 prom act | NPC1 promoter act | Menin MLL FP TR | FLuc counter
18) CCC(=O)NC(c1cccs1)c1cc(Br)c2cccnc2c1O (configuration not stated)
  15% | -41%[inhibitor] | -37%[inhibitor] | · | 0%
19) COc1ccc(S(=O)(=O)N2CCN(S(=O)(=O)c3ccc(OC)cc3)CC2)cc1
  -1% | ? | ? | · | ?
20) Cn1c2cc(B(O)O)sc2c2cnn(Cc3c(F)cccc3F)c(=O)c21
  -3% | -6% | -17% | · | -5%
21) Cc1cccc(C(=O)Nc2ccc(N3CCC(CCN4CCOCC4)CC3)c(C(=O)O)c2)c1
  1% | -3% | 2% | · | 0%
22) CCOc1ccc(CNS(=O)(=O)c2ccc(-c3coc(C)n3)cc2)cc1
  1% | -1% | -1% | · | -7%
23) Cc1cccc(-c2ccc3ncnc(N(C)Cc4ccco4)c3c2)c1
  7% | 19% | -2% | · | ?
24) Cc1ccccc1NS(=O)(=O)c1ccc2[nH]cc(C(=O)NC3CCCCC3)c(=O)c2c1
  -5% | -4% | -2% | · | ?
25) CC(=O)NC(c1cccs1)c1cc(Br)c2cccnc2c1O (configuration not stated)
  7% | -38%[inhibitor] | -35%[inhibitor] | · | -1%
26) CC1=C(C(=O)Nc2ccccc2)C(c2ccc[nH]2)n2ncnc2N1 (configuration not stated)
  -5% | 2% | -2% | · | -14%
27) O=C(Nc1ccccc1F)c1ccc(O)c2ncccc12
  2% | -39%[inhibitor] | -38%[inhibitor] | · | -1%
28) COc1cccc(-c2ccc3ncnc(NCc4cccc(F)c4)c3c2)c1
  16% | -2% | -2% | · | -1%
29) O=S(=O)(NC1CCN(S(=O)(=O)c2ccc3c(c2)OCCO3)CC1)c1c(F)cccc1F
  11% | 0% | -3% | · | -3%
30) CCOC(=O)c1c(CNCc2ccccc2F)c2sc(C)cc2n1C
  -1% | 2% | -3% | · | -2%
31) Cc1ccc(C(=O)Nc2ccc(C(=O)OCc3cc(=O)n4ccsc4n3)cc2)cc1
  -1% | 20% | 23% | · | ?
32) Cn1c(-n2cccc2)c(-c2c(-c3ccccc3)[nH]c3c2c(=O)[nH]c(=O)n3C)c(=O)[nH]c1=O
  1% | 1% | 2% | · | 0%
33) Cc1cccn2c(=O)cc(CSc3nnc(NC(=O)COc4ccccc4)s3)nc12
  8% | 0% | 5% | · | ?
34) COc1ccc(CCNC(=O)Cn2nc(C)c3c(C)n(-c4ccc(C)cc4)nc3c2=O)c(OC)c1
  -8% | -16% | -16% | · | 0%
35) CC(=O)NC(c1ccco1)c1cc(Br)c2cccnc2c1O (configuration not stated)
  ? | -27% | -5% | · | 1%
